Assay outcomes from PubChem.
JMJD2E inh: blocks human JMJD2E demethylase activity; JMJD2E catalytic domain, FDH-coupled NADH fluorescence (FDH is formaldehyde dehydrogenase); Potency, µM (top dose mostly 57.1 µM), for inactives: at the highest dose activity change, negative = inhibition, usual class: inhibitors; actives 1.6% (n = 230,000); active means well fitted inhibition curve with a large enough effect, not every such curve was filed as active; inconclusive means small, poorly fitted or top-dose-only effect, or another doubt; inactive means no such curve, though single readings can be large or run the other way;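 further: 0% = wells with enzyme and -100% = buffer wells without enzyme; nearly all actives have a fitted effect of over 50% in size; many of its hits are not listed in these tables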
Target sequence (B2RXH2 1-337 limits assumed): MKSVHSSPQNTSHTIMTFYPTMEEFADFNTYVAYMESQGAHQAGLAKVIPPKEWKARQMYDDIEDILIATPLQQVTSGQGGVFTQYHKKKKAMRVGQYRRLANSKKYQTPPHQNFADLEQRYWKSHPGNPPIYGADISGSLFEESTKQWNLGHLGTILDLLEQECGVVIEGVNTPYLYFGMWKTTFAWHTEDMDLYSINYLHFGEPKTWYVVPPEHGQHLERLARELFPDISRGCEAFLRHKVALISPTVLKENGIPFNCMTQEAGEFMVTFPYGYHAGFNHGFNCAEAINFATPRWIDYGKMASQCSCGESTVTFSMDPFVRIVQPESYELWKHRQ
RECQ1 helicase: RECQ1 (human) helicase inhibition | Potency, µM (series often up to 57.3 µM), for inactives: at the highest dose activity, negative = inhibition, most hits filed as inhibitors | P46063 | actives 0.54% (n = 240,000) | AID 2549 | RECQ1 DNA unwinding, red fluorescence kinetic read;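 further: plate controls were vehicle for no effect and no enzyme for full effect; nearly all actives have a fitted effect of over 30% in size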
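RECQ1T1 50 nM; forked duplex (20 bp + 30-nt ss tails) 200 nM, ATP 2 mM final; pH 8.0, 2 mM MgCl2, 2.5 ug/ml poly(dI-dC); 15 min compound preincubation; discontinuous kinetic read over 2 h at RT.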
KinaseGlo FLuc: counter-screen: inhibitors of Kinase-Glo firefly luciferase; AID 1379; Potency, µM (titrated, usually from 38.3 µM), for the others: at the highest dose activity change, negative = inhibition, usual class: inhibitors; Kinase-Glo luciferase, ATP luminescence, 8 min; actives 0.28% (n = 200,000); further: on the % scale 0 is the no-effect control and ±100 the full control effect; nearly all actives have a fitted effect of over 60% in size
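Recombinant Kinase-Glo luciferase, 10 uM ATP (linear range), luciferin; imidazole pH 7.2 / KCl / MgCl2 / Tween / BSA buffer; 8 min RT; luminescence.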
SMN2 splice up: SMN2 splice variant enhancement. HEK293 SMN2-luciferase splicing reporter, luminescence, 30-36 h. Potency, µM (series often up to 46.1 µM), without a hit: at the top dose activity change, positive = activation, usual class: activators. actives 2.8% (n = 210,000). AID 1458; further: % of control where 0% means no effect; nearly all actives have a fitted effect of over 55% in size
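HEK293 cells carry an SMN2 minigene-luciferase reporter in which exon 7 inclusion puts luciferase in frame. Cells were seeded at 2000 cells/well, attached for 10-12 hours, then exposed to compounds for 30-36 hours at 37C before ONE-Glo luminescence.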
L3MBTL1 block: blocks human L3MBTL1. AlphaScreen L3MBTL1–H3K9me1 peptide binding. Q9Y468. actives 0.66% (n = 230,000). Potency, µM (highest dose often 57.1 µM), for inactives: at the top dose activity, negative = inhibition, actives largely listed as inhibitors; further: on the % scale 0 is the no-effect control and ±100 the full control effect; nearly all actives have a fitted effect of over 60% in size
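Read-out is AlphaScreen signal from streptavidin donor and nickel chelate acceptor beads (10 ug/mL final each) bridging L3MBTL1 (50 nM) and biotinylated K9-monomethylated H3(1-15) peptide (75 nM), after 30 min compound exposure at room temperature.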
Lamin A splicing: modulators of lamin A splicing; HeLa LMNA splicing GFP/RFP minigene ratio, 48 h; Potency, µM (highest dose often 46.1 µM), without a hit: at the top dose ratio change, negative = inhibition, hits mostly inhibitors; actives 0.01% (n = 200,000); active means well fitted inhibition curve with a large enough effect in the signal ratio, with a control signal flat, not every such curve was filed as active; inconclusive means small, poorly fitted or top-dose-only effect, or effect the other way, or a change in a side signal; the % refers to the signal ratio; further: on the % scale 0 is the no-effect control and ±100 the full control effect
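S3 HeLa stable clones carrying a lamin A-EGFP splicing minigene plus DsRed2 were seeded at 600 cells/well in Opti-MEM with 2% FBS, pin-dosed and incubated 48 h at 37°C. Acumen cytometry (488 nm) gave the GFP/RFP total-intensity ratio.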
ALDH1A1 block: inhibitors of human aldehyde dehydrogenase 1A1. P00352. Purified ALDH1A1, NADH fluorescence, propionaldehyde substrate. Potency, µM (titrated, usually from 75.3 µM), for the others: at the top dose activity, negative = inhibition, most hits filed as inhibitors. actives 7.3% (n = 220,000). AID 1030; active means well fitted inhibition curve with a large enough effect, not every such curve was filed as active; inconclusive means small, poorly fitted or top-dose-only effect, or another doubt; inactive means no such curve, though single readings can be large or run the other way;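 further: plate controls were no enzyme wells and a reference inhibitor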
Target sequence (P00352 whole entry, looked up): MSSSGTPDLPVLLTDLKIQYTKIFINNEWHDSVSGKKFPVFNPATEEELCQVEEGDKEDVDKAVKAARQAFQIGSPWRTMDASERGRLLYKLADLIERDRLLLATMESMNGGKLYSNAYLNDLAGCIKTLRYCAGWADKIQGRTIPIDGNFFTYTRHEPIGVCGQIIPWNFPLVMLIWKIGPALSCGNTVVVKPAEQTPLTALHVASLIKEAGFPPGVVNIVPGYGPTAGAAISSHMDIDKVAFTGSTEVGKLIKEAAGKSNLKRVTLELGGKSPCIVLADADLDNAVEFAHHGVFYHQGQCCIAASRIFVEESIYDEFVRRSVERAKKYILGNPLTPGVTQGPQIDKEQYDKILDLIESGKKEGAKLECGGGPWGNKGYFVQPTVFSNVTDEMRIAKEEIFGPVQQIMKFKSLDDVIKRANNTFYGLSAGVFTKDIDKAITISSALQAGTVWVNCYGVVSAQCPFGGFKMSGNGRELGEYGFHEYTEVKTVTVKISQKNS
Tau fibril ThT: tau fibrillization inhibition (ThT binding). recombinant tau K18 P301L (four-repeat tau fragment), heparin-induced fibrillization, ThT fluorescence. AID 1460. actives 2.1% (n = 270,000). Potency, µM (doses to about 57.4 µM), for the others: at the top dose activity, negative = inhibition, actives largely listed as inhibitors. P10636; further: on the % scale 0 is the no-effect control and ±100 the full control effect; nearly all actives have a fitted effect of over 55% in size
Target sequence (P10636 561-689 P618L limits assumed): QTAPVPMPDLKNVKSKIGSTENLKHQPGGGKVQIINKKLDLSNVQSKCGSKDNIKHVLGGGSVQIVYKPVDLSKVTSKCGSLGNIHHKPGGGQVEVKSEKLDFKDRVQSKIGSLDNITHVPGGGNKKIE
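Recombinant human tau K18 fragment […] carrying P301L, 15 uM unlabeled plus 0.24 uM Alexa 594-labeled, was fibrillized with 20 uM heparin in 100 mM sodium acetate pH 7 for 6 hr at 37 C; 30 uM ThT fluorescence read after 1 hr.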
* hit, by the source's call; i = inactive; ? = inconclusive; · = no result given; [ ] = another dose, or the depositor's remark. Unless noted, the call rests on the fitted dose curve; in most records, active means well fitted curve in the direction sought with a large enough effect; inconclusive means small, poorly fitted or top-dose-only effect, or another doubt; inactive means no such curve, though single readings can be large; an effect the other way counts as inactive or inconclusive. Potency means the concentration at half of the fitted maximal effect.

Second line of a record – JMJD2E inh, RECQ1 helicase, KinaseGlo FLuc, SMN2 splice up, L3MBTL1 block, Lamin A splicing, ALDH1A1 block, Tau fibril ThT
- CC(C)(C)OC(=O)NC(=NCCCc1cn(CC(=O)N2CCN(C(=O)OC(C)(C)C)CC2)nn1)NC(=O)OC(C)(C)C
  -1%, -20%, ·, ·, 8%, ·, 0%, -9%
- CCOC(=O)C1C2C=CC3(CN(c4ccc(Cl)c(F)c4)C(=O)C13)O2 (stereo unspecified)
  6%, -7%, 1%, -7%, 5%, -1%, -4%, -9%
- Cc1ccc(C(=O)OCC(=O)NC(C)C)cc1S(=O)(=O)N1CCOCC1
  -1%, -4%, 2%, 10%, ·, ·, -3%, -8%
- COc1ccc(OC)c(CCNC(=O)CSc2ccsc2[N+](=O)[O-])c1
  17%, i, 2%, -7%, -10%, ?, 13µM*, ?
- CCC(CC)C(=O)NCCc1cc2c(OC)ccc(OC)c2[nH]c1=O
  -9%, 3%, -4%, -13%, -1%, -10%, 1%, -5%
- COCCCn1c(=O)/c(=C\c2ccc(OC(F)F)c(OC)c2)s/c1=C(/C#N)C(=O)NCCOC
  4%, 12%, ·, ·, 15%, ·, ?, 2%
- Nc1ccc(C23CC4CC(CC(CO)(C4)C2)C3)cc1
  2%, 7%, -1%, -10%, -7%, ?, 11µM*, -7%
- CCOc1ccc(NC(=O)CSc2nc3ccccc3c(=O)n2CCCC(=O)NCCCN2CCCC2=O)cc1
  -18%, -20%, 2%, -2%, ·, ·, 7.9µM*, -16%
- C/C(=N\NC(=O)c1ccc(-c2ccccc2)cc1)C1C(=O)c2ccccc2C1=O
  ?, -9%, 0%, ·, -11%, ·, -4%, -11%
- C(=N\N1CCN(C2c3ccccc3-c3ccccc32)CC1)/c1ccncc1
  5%, -5%, 1%, -15%, -12%, -3%, 5%, ?

Arranged by formula weight (lowest first): 9 of the compounds above
Second line of a record – JMJD2E inh, RECQ1 helicase, KinaseGlo FLuc, SMN2 splice up, L3MBTL1 block, Lamin A splicing, ALDH1A1 block, Tau fibril ThT
- Nc1ccc(C23CC4CC(CC(CO)(C4)C2)C3)cc1
  2%, 7%, -1%, -10%, -7%, ?, 11µM*, -7%
- CCC(CC)C(=O)NCCc1cc2c(OC)ccc(OC)c2[nH]c1=O
  -9%, 3%, -4%, -13%, -1%, -10%, 1%, -5%
- CCOC(=O)C1C2C=CC3(CN(c4ccc(Cl)c(F)c4)C(=O)C13)O2 (stereo unspecified)
  6%, -7%, 1%, -7%, 5%, -1%, -4%, -9%
- C(=N\N1CCN(C2c3ccccc3-c3ccccc32)CC1)/c1ccncc1
  5%, -5%, 1%, -15%, -12%, -3%, 5%, ?
- COc1ccc(OC)c(CCNC(=O)CSc2ccsc2[N+](=O)[O-])c1
  17%, i, 2%, -7%, -10%, ?, 13µM*, ?
- Cc1ccc(C(=O)OCC(=O)NC(C)C)cc1S(=O)(=O)N1CCOCC1
  -1%, -4%, 2%, 10%, ·, ·, -3%, -8%
- COCCCn1c(=O)/c(=C\c2ccc(OC(F)F)c(OC)c2)s/c1=C(/C#N)C(=O)NCCOC
  4%, 12%, ·, ·, 15%, ·, ?, 2%
- CCOc1ccc(NC(=O)CSc2nc3ccccc3c(=O)n2CCCC(=O)NCCCN2CCCC2=O)cc1
  -18%, -20%, 2%, -2%, ·, ·, 7.9µM*, -16%
- CC(C)(C)OC(=O)NC(=NCCCc1cn(CC(=O)N2CCN(C(=O)OC(C)(C)C)CC2)nn1)NC(=O)OC(C)(C)C
  -1%, -20%, ·, ·, 8%, ·, 0%, -9%

Other records:
Second line of a record – JMJD2E inh, RECQ1 helicase, KinaseGlo FLuc, SMN2 splice up, L3MBTL1 block, Lamin A splicing, ALDH1A1 block, Tau fibril ThT
- O=[N+]([O-])c1ccccc1NCCNc1ncc(C(F)(F)F)cc1Cl
  4%, -15%, 2%, ?, -5%, 10%, 8%, ?
- COc1ccc(NC(=O)NCc2ccccn2)cc1OC
  -5%, -2%, 2%, 2%, -17%, -3%, 5%, -5%
- CCCC(=O)Nc1cccc(-c2nc3cc(C)c(C)cc3o2)c1
  ?, -2%, -12%, ?, 6%, 5%, ?, -14%
- CC(C(=O)Nc1sc2c(c1C(=O)NCc1ccco1)CCCC2)N1C(=O)c2ccccc2C1=O (stereo unspecified)
  0%, -16%, 0%, -11%, ·, -15%, -5%, -7%
- Cc1ccc(SCCn2nc(C(=O)O)c3ccccc3c2=O)cc1
  6%, -6%, 2%, ?, 1%, ·, 12%, -2%
- COc1ccccc1N1CCN(C(=O)c2ccc(S(=O)(=O)N3CCCCC3)cc2)CC1
  12%, ?, 3%, -6%, ·, -6%, ?, -5%
- O=C(Nc1cc2c(oc1=O)CCCC2=O)c1ccc(Cl)cc1
  -10%, 14µM*, 3%, 6%, 16µM*, 7%, -1%, -15%
- CCOC(=O)C[n+]1c(C)csc1C
  6%, 2%, -3%, 13%, 3%, -5%, -2%, -5%
- O=C(c1ccccc1)c1c[nH]c(C(=O)NCCCN2CCOCC2)c1
  11%, -8%, -4%, -7%, 0%, -1%, 1%, -3%
- Cn1c2ccc(Cl)cc2c2nc3ccccc3nc21
  ?, -19%, -1%, 23%, ·, -9%, 8%, ?

Continued; the last 2 above are carried over.
structure	JMJD2E inh	RECQ1 helicase	KinaseGlo FLuc	SMN2 splice up	L3MBTL1 block	Lamin A splicing	ALDH1A1 block	Tau fibril ThT
O=C(c1ccccc1)c1c[nH]c(C(=O)NCCCN2CCOCC2)c1	11%	-8%	-4%	-7%	0%	-1%	1%	-3%
Cn1c2ccc(Cl)cc2c2nc3ccccc3nc21	?	-19%	-1%	23%	·	-9%	8%	?
O=C1NC2=C(C(=O)CCC2)C(c2ccc3ncccc3c2)N1 (stereo unspecified)	3%	-2%	0%	27%	·	3%	0%	-1%
COc1ccc(CN(Cc2cccnc2)S(=O)(=O)c2ccc(-n3cnnn3)c(C)c2)cc1OC	4%	-14%	1%	-29%	-4%	?	?	-5%
COc1ccccc1C(=O)N1CCN(C2CCN(Cc3ccccc3)CC2)CC1	?	-2%	7%	22%	·	5%	?	0%
O=C1c2ccccc2C(Nc2ccc3c(c2)OCCO3)N1Cc1ccccc1 (stereo unspecified)	-4%	-8%	-1%	-30%	·	-14%	?	-18%
Cc1ccc(C)c(OCC(=O)Nc2nonc2NC(=O)COc2cc(C)ccc2C)c1	1%	-7%	-3%	-6%	·	?	2%	-12%
CSc1nnc(C)c(=O)n1COC(=O)COc1ccc(Cl)cc1	65%[activator]	-4%	7%	4%	·	·	-1%	-15%
O=c1c2[nH]c3ccccc3c2ncn1CCCn1ccnc1	?	i	-2%	1%	0%	-12%	-15%	-1%
C/C(CCC(=O)OC[C@H]1O[C@H](C#Cc2ccccc2)C=C[C@@H]1Oc1ccc(C)cc1)=N\OC[C@@H](O)[C@H]1O[C@@H]2OC(C)(C)O[C@@H]2[C@H]1O	4%	-24%	2%	-31%[inhibitor]	-11%	?	-9%	?
CCOc1ccc(/C(=N\O)C(C)NO)cc1 (stereo unspecified)	4%	i	2%	-18%	6%	7%	4%	-5%
Cc1csc2nc(CSc3nc4ccccc4o3)cn12	-2%	i	-23%	13%	31%[activator]	0%	?	?
CCOC(=O)N1CCN(c2ncnc3c2[nH]c2ccc(F)cc23)CC1	?	0%	-2%	-68%[inhibitor]	3%	?	-13%	?
O=C(NCCC1=CCCCC1)C1CCN(S(=O)(=O)N2CCCC2)CC1	-5%	-1%	12%	17%	·	·	?	-12%
CSc1nnc(-c2sc(-c3ccccc3)nc2C)n1C	?	-4%	-2%	-24%	-4%	-1%	?	-14%
CN1C(=O)C(CC(=O)Nc2ccc(F)cc2)N(NC(=O)c2cccc(F)c2)C1=S (stereo unspecified)	6%	-13%	·	·	11%	·	·	-7%
O=C(COC(=O)Cc1cccc(C(F)(F)F)c1)NC1CC1	2%	10%	-4%	-1%	23%	-6%[46 µM]	7%	-5%
COc1ccc(NC(C)C(=O)Nc2ccc(C(C)(C)C)cc2)cc1Cl (stereo unspecified)	-4%	-21%	-3%	2%	·	?	?	?
CCOc1ccc(NC(=O)C(=O)NCCCn2ccnc2)cc1	-2%	-9%	4%	-14%	0%	6%	-5%	-14%
O=C(N=Nc1c(O)[nH]c2ccccc12)c1cc(NS(=O)(=O)c2cccs2)cc(NS(=O)(=O)c2cccs2)c1	-7%	-17%	-4%	-2%	-27%	?	3%	-5%
C/C(=N\NC(=O)c1ccc(CN2CCOCC2)cc1)c1ccc(NC(=O)c2ccccc2)cc1	0%	-13%	-4%	11µM*	26%	·	?	?
CN(C)S(=O)(=O)c1ccc2nnn(O)c2c1	3%	i	3%	-12%	·	-1%[9.22 µM]	4%	-3%
COC(=O)c1[nH]c2ccccc2c1NC(=O)CN1CCN(C(=O)c2ccco2)CC1	?	-5%	2%	-11%	-3%	12%	11%	-18%
CC[n+]1c(/C=C2\Sc3ccccc3N2C)ccc2cccc(C)c21	-22%	?	-4%	-87%[inhibitor]	-8%	?	?	20µM*
Nc1ccc2c(c1)C/C(=C/c1ccco1)C2=O	?	-25%	-15%	?	28µM*	?	?	-6%
Cc1ccc(O)c(NC(=O)C2CC(c3c(F)cccc3Cl)=NO2)c1 (stereo unspecified)	-5%	-6%	-5%	-11%	-6%	?	?	-10%
O=C(Nc1cccc2c1CCCC2)c1cc([N+](=O)[O-])ccc1Cl	-4%	-11%	-3%	-46%[inhibitor]	1%	?	-4%	?

Not all compounds are listed. The share of hits here may be higher or lower than overall.
